Hck-Nef inh: inhibitors of Nef-activated human Hck kinase, primary screen, biochemical, Z-Lyte FRET, 384-well, Hck-YEEI; Recombinant Hck-YEEI plus Nef, Z-Lyte FRET kinase assay; inhibition, % at 20 µM; 220,000 tested, 0.68% active;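 active = Hck-Nef kinase inhibition above about 50%, limit read from the data; inactive = inhibition below that limit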;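 note: 0% = DMSO with Hck plus Nef and 100% = Hck alone without Nef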
FXIa inh: human FXIa protease inhibitors, primary screen, biochemical, 1536-well. Coagulation factor XI (Homo sapiens), P03951. purified FXIa, Boc-Glu-Ala-Arg-AMC fluorogenic substrate. inhibition, % at 5 µM. 220,000 tested, 0.14% active. AID 798, 2007;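 active = inhibition of at least 40%; inactive = inhibition below 40%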;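 note: fluorescence of freed AMC excited at 355 nm; 0% = enzyme without compound and 100% = no enzyme blank; many of its hits are not listed in these tables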
Cl transport mod: KCC2 cotransporter modulators, thallium flux, primary screen, cell-based, HEK293 KCC2, FluoZin-2 fluorescence, MLSMR. Solute carrier family 12 member 5 (Homo sapiens), Q9H2X9. KCC2 cells, thallium flux FluoZin-2 fluorescence. B-score of Tl+ flux slope (higher = more flux/activation; lower = inhibition) at 10 µM. 190,000 tested, 2.2% active. AID 1456, 2008;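 active = thallium flux slope and its plate-corrected score both differing from the plate sample mean at a set confidence after two filtering rounds, in either direction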;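 note: slope of fluorescence scaled to starting intensity during 10 to 20 s after thallium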
Target sequence (Q9H2X9 whole entry, looked up): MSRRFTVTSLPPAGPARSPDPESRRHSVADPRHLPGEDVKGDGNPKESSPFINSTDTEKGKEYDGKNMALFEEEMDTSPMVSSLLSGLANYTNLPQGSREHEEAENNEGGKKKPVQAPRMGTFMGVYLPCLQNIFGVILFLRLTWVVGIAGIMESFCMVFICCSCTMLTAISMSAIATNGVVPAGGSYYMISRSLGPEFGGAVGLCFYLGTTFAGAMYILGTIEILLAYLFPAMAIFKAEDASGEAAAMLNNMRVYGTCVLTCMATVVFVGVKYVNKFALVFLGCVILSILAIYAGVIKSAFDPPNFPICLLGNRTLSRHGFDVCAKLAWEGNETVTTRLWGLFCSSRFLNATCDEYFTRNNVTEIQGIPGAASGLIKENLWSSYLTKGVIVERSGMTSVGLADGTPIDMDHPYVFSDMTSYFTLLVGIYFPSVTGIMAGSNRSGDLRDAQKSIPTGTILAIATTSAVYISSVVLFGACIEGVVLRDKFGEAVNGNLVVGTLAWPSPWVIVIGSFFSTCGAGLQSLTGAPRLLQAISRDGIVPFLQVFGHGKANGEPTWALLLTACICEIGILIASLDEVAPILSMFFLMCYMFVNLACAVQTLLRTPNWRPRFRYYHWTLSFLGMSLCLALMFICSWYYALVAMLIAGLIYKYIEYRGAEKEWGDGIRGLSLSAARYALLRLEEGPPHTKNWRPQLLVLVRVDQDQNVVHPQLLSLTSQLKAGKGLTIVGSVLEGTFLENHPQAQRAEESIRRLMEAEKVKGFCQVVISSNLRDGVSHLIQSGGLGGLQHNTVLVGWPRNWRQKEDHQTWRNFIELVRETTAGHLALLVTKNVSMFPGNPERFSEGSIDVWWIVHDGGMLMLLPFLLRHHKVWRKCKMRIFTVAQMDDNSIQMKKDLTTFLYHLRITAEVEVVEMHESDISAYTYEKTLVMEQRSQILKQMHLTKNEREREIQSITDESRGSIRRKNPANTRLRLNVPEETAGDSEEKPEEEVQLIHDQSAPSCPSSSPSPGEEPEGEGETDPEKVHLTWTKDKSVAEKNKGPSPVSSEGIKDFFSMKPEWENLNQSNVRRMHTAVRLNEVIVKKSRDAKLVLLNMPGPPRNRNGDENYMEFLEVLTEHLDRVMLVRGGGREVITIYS
FXIIa inh 1536: human FXIIa protease inhibitors, primary screen, biochemical, 1536-well; Coagulation factor XII (Homo sapiens), P00748; purified FXIIa, Boc-QGR-AMC fluorogenic substrate, 2 h; inhibition, % at 5 µM; 220,000 tested, 0.3% active; AID 800, 2007; in the data active = inhibition above about 40%;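 note: 0% = enzyme with no compound and 100% = blank without enzyme; many of its hits are not listed in these tables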
TNF necrop inh: inhibitors of TNF-alpha triggered necroptosis, primary screen, cell-based, Jurkat FADD-/-, single concentration; Jurkat FADD-/- TNF necroptosis rescue, ATP luminescence, 24 h; 0 = TNF only, 100 = no-TNF cells; activation (protection from cell death), % at 10 µM; 220,000 tested, 0.068% active;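 active = activation, meaning protection from cell death, of at least 50% relative to plate controls; inactive = activation below 50%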;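 note: necroptosis triggered by 40 ng/mL TNF-alpha added together with compound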
thrombin 1536: human alpha-thrombin inhibitors, primary screen, counter-screen for coagulation protease inhibitor project, biochemical, 1536-well, fluorogenic AMC substrate; Prothrombin (Homo sapiens), P00734; Boc-VPR-AMC fluorogenic substrate cleavage; inhibition, % at 5 µM; 220,000 tested, 0.26% active;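 active = inhibition at or above 40%; inactive = inhibition below 40%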;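 note: 0% = enzyme with no compound and 100% = wells without enzyme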
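Test system: human alpha-thrombin; medium: pH 7.5 Tris-saline with Tween 20; times: reaction at room temperature; signal: AMC fluorescence at 355 nm excitation and 460 nm emission; also added: Boc-VPR-AMC substrate, 15 µM final; dosing: one concentration per compound, 5 µM, with 0.2% DMSO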
KLK5 inh: human KLK5 protease inhibitors, primary screen, biochemical, 1536-well; Kallikrein-5 (Homo sapiens), Q9Y337; recombinant hK5, fluorogenic AMC substrate cleavage; inhibition, % at 5 µM; 210,000 tested, 0.59% active;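 active = inhibition of 40% or more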;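 note: 0% = enzyme controls without compound and 100% = no-enzyme blanks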
Rad51 HR inh: human RAD51 strand exchange inhibitors, primary screen, biochemical, fluorescence. DNA repair protein RAD51 homolog 1 (Homo sapiens), Q06609. hRad51 DNA strand exchange, fluorescence dequenching. inhibition, % at 10 µM. 200,000 tested, 0.085% active;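 active = inhibition above 40% at the single screening dose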;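 note: 0% = DMSO control wells and 100% = blanks with heterologous ssDNA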
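Material: human Rad51–ssDNA filaments; Probe or stimulus: labelled 47-mer dsDNA for strand exchange; Doses: single 10 µM dose; Incubation: 37 °C 15-min filament assembly, 30-min compound preincubation, 15-min exchange; Technique: FRET fluorescence dequenching, excitation 485 nm, emission 520 nm; Measure: Fluorescence-based percent inhibition, control- and blank-normalised; Benchmarks: plate control and blank wells.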
L929 necroptosis: inhibitors of zVAD-triggered necroptosis, primary screen, L929 cells | L929 zVAD necroptosis rescue, ATP luminescence, 24 h; with zVAD 60 µM | viability rescue, % at 10 µM | 220,000 tested, 0.38% active | AID 1377, 2008;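 active = activation, scaled between plate controls, above about 75%, limit read from the data; inactive = activation under that limit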;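 note: 0% = zVAD with DMSO and 100% = DMSO alone without zVAD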
* hit, by the source's call; · = not tested or not shown.

Order of values – Hck-Nef inh	FXIa inh	Cl transport mod	FXIIa inh 1536	TNF necrop inh	thrombin 1536	KLK5 inh	Rad51 HR inh	L929 necroptosis
CCOC(=O)C1=C(CNC(C)(C)CC(C)(C)C)NC(=O)NC1c1cccc([N+](=O)[O-])c1 (stereo not drawn)
    11	0	0.029	6	-0.5	·	7	-5	1.2
CC1(c2nnc(-c3ccncc3)o2)CC(c2ccc(F)cc2)=NO1 (stereo not drawn)
    31	3	-1.5	8	-0.3	0	2	-8	-0.2
CCCC(C)C(=O)Nc1nc(C)c(-c2csc(Nc3ccc(Cl)cc3)n2)s1 (stereo not drawn)
    0	-4	-0.61	6	1.6	-4	-12	-1	2.6
COc1cccc(CN2CCC(C(=O)N3CCN(c4ccccc4F)CC3)CC2)c1
    3	8	0.14	10	1.1	-3	-10	·	0.6
O=S(=O)(c1cccc2cccnc12)N1CCN(Cc2ccc3c(c2)OCO3)CC1
    -1	-1	·	5	-0.9	-3	-3	10	0.1
O=C(NNc1ccc([N+](=O)[O-])cc1)C12CC3CC(CC(C3)C1)C2
    0	-17	0.6	12	-2.8	1	10	-4	0.0
CCOc1ccccc1NC(=O)COC(=O)c1cc(C(=O)OC)cc([N+](=O)[O-])c1
    1	5	0.31	11	2.2	3	-3	·	0.7
O=C(CSc1nnc(-c2ccccc2Cl)o1)N1CCCCC1
    4	2	-1.5	13	4.0	-5	-4	7	-0.5
CCCC(C(=O)NCc1ccco1)N(C(=O)CNS(=O)(=O)c1ccccc1)c1ccccc1OC (stereo not drawn)
    1	6	·	12	-5.6	5	-12	-10	-0.6
Cc1cc(NC(=O)CN2CCN(c3cccc(Cl)c3)CC2)no1
    -1	-1	2.6	6	1.5	-8	·	·	-0.2
CCN=C1NN=C(c2ccc(C)cc2)CS1
    0	18	1.6	25	-2.2	2	-5	-11	0.2
O=C(NCc1ccco1)C(C(=O)c1ccc(F)cc1)n1ccccc1=O (stereo not drawn)
    -1	4	·	16	0.9	-7	-7	6	0.7
N#Cc1c(SCC(N)=O)nsc1SCc1ccc(Cl)cc1
    1	-7	-1.7	4	-0.7	-3	-8	1	-0.1
O=C(CNC(=S)NC(=O)c1ccc(F)cc1)c1ccccc1
    -3	7	-1.6	6	1.0	-3	-10	5	0.1
COC(=O)c1ccc(NC(=O)c2cccc(OC)c2)cc1
    1	9	-0.019	10	-3.2	1	9	-2	1.5
CCOC(=O)C1CCN(C(=O)CNS(=O)(=O)c2cccs2)CC1
    -1	-7	0.87	8	-0.6	-4	4	-12	0.4
Cc1ccc([N+](=O)[O-])cc1N(CC(=O)NC1CCCC1)S(C)(=O)=O
    -9	-7	-0.15	2	0.6	-14	-5	3	2.1
O=C(NC1CCCC1)C(c1ccc(F)cc1)N(C(=O)Cc1cccs1)c1ccc2c(c1)OCCO2 (stereo not drawn)
    2	6	0.48	18	-4.2	-3	-14	1	-0.3
CC(C)CC1(C)NC(=O)N(CC(=O)NC(=O)Nc2ccc3c(c2)OCCO3)C1=O (stereo not drawn)
    1	2	·	12	-0.7	-2	3	-1	4.2
Cn1c2c(c3ccccc31)CCSC2=O
    1	11	-0.98	71*	-1.0	0	2	-42	0.3
CCc1nnc(NC(=O)c2nc3nc(C)cc(C)n3n2)s1
    4	4	0.65	17	1.7	2	18	·	0.4
COc1ccccc1C(=O)NNC(=O)C(=O)NC(C)(C)C
    14	-1	34*	11	-0.3	8	-4	-3	4.9
O=C(CCCCCCCCN1C(=O)c2ccccc2C1=O)N1CCOCC1
    18	2	-0.82	4	-0.9	2	2	9	-0.4
CC(C)n1c2ccccc2c2nc3ccccc3nc21
    12	-4	·	-1	0.8	-5	-1	-4	0.2
Cc1onc(-c2ccccc2)c1C(=O)N1CCC(C)CC1
    -4	6	0.68	14	-0.1	0	-4	6	-1.2
Cc1ccc(C)c(OCC(=O)Nc2nc3ccc([N+](=O)[O-])cc3s2)c1
    0	-2	0.054	5	1.8	-6	-6	7	1.3
O=C(NCCCN1CCOCC1)c1ccc(-n2nc(C(F)(F)F)cc2-c2cccs2)cc1
    -2	-7	-0.55	2	-3.5	-6	1	-3	-1.1
O=C(/C=C/c1ccc(Br)cc1)c1ccc(NC(=O)c2ccco2)cc1
    18	-4	-0.17	0	3.0	-2	-4	·	0.4
Cc1ccnc(NC(=O)c2ccoc2C)c1
    0	-7	-0.017	-3	-1.5	-2	-18	-8	-0.2
COCCCC1CCN(Cc2nc(Cc3ccccc3Cl)no2)CC1
    -11	12	-0.22	35	-0.4	8	·	-1	0.9
Clc1ccc(OCc2nc(-c3ccncc3)no2)c(Cl)c1
    1	-18	-0.9	4	-2.8	-4	-27	-1	-0.1
Cc1cc(/N=C/N(C)C)on1
    -1	1	0.75	2	0.7	-9	-6	-2	1.0
Cc1ccc(N=c2oc3cc(O)ccc3cc2C(N)=O)cc1
    46	-5	0.67	-8	-11	-6	-24	-4	79*
Cc1nc(SC(C)C(=O)Nc2cccc(C(F)(F)F)c2)c2c(C)c(C(=O)O)sc2n1 (stereo not drawn)
    -20	6	-0.53	15	1.2	4	12	12	0.3
OC(COC(c1ccc(Cl)cc1)c1ccc(Cl)cc1)CN1CCN(c2ccccn2)CC1 (stereo not drawn)
    3	-2	0.82	8	1.0	-6	-14	0	0.5
O=C(c1ccccc1)C1CN(Cc2ccccc2)CCC1(O)c1ccccc1 (stereo not drawn)
    13	-4	-0.25	4	4.8	-2	6	-19	1.8
O=C(COC(=O)c1cccc(S(=O)(=O)N2CCc3ccccc32)c1)Nc1ncc(C(F)(F)F)cc1Cl
    1	-4	-0.023	2	1.8	-10	-12	-1	2.1
O=C(CN1C(=O)c2ccccc2C1=O)N1CCN(c2nnc(-c3ccccc3)c3ccccc23)CC1
    1	2	0.17	0	-1.8	-5	-3	11	0.3
COC(=O)c1ccc(C2Nc3ccc(/C(C)=N/NC(=O)C(OC)c4ccccc4)cc3C3C=CCC32)cc1 (stereo not drawn)
    3	-3	-0.44	3	-6.9	4	-11	-1	-0.3
CCCC(NCC(O)COc1ccc(-c2ccccc2)cc1)c1ccccc1 (stereo not drawn)
    27	-4	-0.072	-8	7.2	-12	-9	-6	12
COc1ccc(Cl)cc1-c1nc(-c2ccc(Br)o2)no1
    2	0	·	15	0.2	-3	-15	·	-1.1
Cc1cc(Nc2ccccc2)nn1C(=O)c1ccccc1
    3	4	-0.037	11	6.0	1	-21	2	25
O=C(Oc1ccc(-c2nc(-c3ccccn3)no2)cc1)c1ccccc1
    7	-5	-0.9	7	-15	-4	-2	5	-0.5
Cc1ccc(NC(=O)Nc2ccc3c(c2)OCO3)nc1
    -28	3	0.26	8	7.5	-3	8	-4	77*
COc1ccc2[nH]c3nc(SCc4nnc(-c5ccc(C)cc5)o4)nnc3c2c1
    36	22	1.5	28	-9.0	-9	-16	-4	0.2
CCOC(=O)CSCC(=O)Nc1c(C(=O)C2CC2)oc2ccccc12
    3	10	0.96	14	-2.1	5	-3	-2	1.0
CSC1=N/C(=C\c2c(F)cccc2Cl)C(=O)S1
    2	11	2	14	-0.8	-1	-18	·	-0.1
O=C(O)c1oc2ccccc2c1CSc1ccccn1
    0	4	·	7	-3.2	-7	-3	-8	0.0
O=C(CCN1C(=O)C2C3C=CC(C3)C2C1=O)N1CCN(c2ccc(F)cc2)CC1 (stereo not drawn)
    -4	-4	-0.056	-2	1.1	-7	8	0	2.2
CCOc1ccc(-c2nn[nH]n2)cc1
    2	-16	-0.22	4	-2.5	-7	-15	3	0.5
CCCCC(=O)Nc1ccc(C(=O)Nc2nnc(COC)s2)cc1
    3	-4	·	4	1.2	-4	-23	-6	0.4
O=C(Nc1ccccc1)Oc1cccc(Br)c1
    23	2	0.28	8	-0.7	-3	0	·	-0.7
COc1ccc(C2C(C#N)=C(/N=C/N3CCN(C)CC3)OC3=C2C(=O)CC(C)(C)C3)cc1OC (stereo not drawn)
    2	-4	-0.32	-1	-3.7	-3	2	10	-0.2
Cc1ccc(CNC(=O)C2CC(c3ccccc3C(F)(F)F)=NO2)cc1 (stereo not drawn)
    26	2	-2	9	2.4	2	1	4	0.3
Cn1c(Cn2cnc3ccccc32)nc2ccccc21
    7	-8	-0.24	-1	0.0	-3	-4	-13	1.0
Cc1ccc(S(=O)(=O)N2CCC(=O)N(C(COC(=O)Nc3ccccc3)Cc3ccccc3)CC2)cc1 (stereo not drawn)
    -5	8	-4.2	14	1.2	-2	-8	8	-0.8
COc1ccc(OC)c(-n2c(-c3cnccn3)n[nH]c2=S)c1
    -9	17	0.06	25	0.5	2	-2	-2	-0.4
Cc1nnc(NC(=O)CSc2nnc(Cc3ccccc3)n2-c2ccccc2)s1
    -1	-4	1.3	20	-1.7	8	-15	0	-0.5
CC1CCC(C(C)C)C(OC(=O)Cn2c(-c3ccc(Cl)cc3)[n+](C)c3ccccc32)C1 (stereo not drawn)
    21	-4	0.96	7	-19	-11	-1	·	8.8
COc1ccccc1NC(=O)Oc1ccc(NC(=O)c2ccco2)cc1
    2	23	·	12	-1.9	-9	-22	-3	0.9

Going on with the list:
Order of values – Hck-Nef inh	FXIa inh	Cl transport mod	FXIIa inh 1536	TNF necrop inh	thrombin 1536	KLK5 inh	Rad51 HR inh	L929 necroptosis
COC(=O)c1cccc(NC(=S)NCc2ccco2)c1
    23	-4	-0.52	4	1.4	3	2	10	-0.3
CC(C)(/C=N/O)/[N+]([O-])=C/c1ccco1
    1	-7	0.49	13	-2.5	4	-12	9	-0.1
O=C(CCC1CCCC1)Nc1ccc(C(=O)NCc2cccnc2)cc1
    12	-5	-0.29	-4	-0.7	-3	-6	·	2.8
O=C(CSc1ccc(Br)cc1)NCC1CCCO1 (stereo not drawn)
    18	-2	-0.16	5	0.5	11	-3	-9	-1.2

Three of these compounds, reformatted.
Compound: COC(=O)c1cccc(NC(=S)NCc2ccco2)c1
  Hck-Nef inh = 23	FXIa inh = -4	Cl transport mod = -0.52	FXIIa inh 1536 = 4	TNF necrop inh = 1.4	thrombin 1536 = 3	KLK5 inh = 2	Rad51 HR inh = 10	L929 necroptosis = -0.3

Compound: CC(C)(/C=N/O)/[N+]([O-])=C/c1ccco1
  Hck-Nef inh = 1	FXIa inh = -7	Cl transport mod = 0.49	FXIIa inh 1536 = 13	TNF necrop inh = -2.5	thrombin 1536 = 4	KLK5 inh = -12	Rad51 HR inh = 9	L929 necroptosis = -0.1

Compound: O=C(CCC1CCCC1)Nc1ccc(C(=O)NCc2cccnc2)cc1
  Hck-Nef inh = 12	FXIa inh = -5	Cl transport mod = -0.29	FXIIa inh 1536 = -4	TNF necrop inh = -0.7	thrombin 1536 = -3	KLK5 inh = -6	Rad51 HR inh = ·	L929 necroptosis = 2.8

The list is partial; count on the stated rates, not on these rows.
